MIN6 prolif – inducers of MIN6 beta-cell proliferation, primary screen, ATP luminescence, uHTS; proliferation, % at 10 µM; actives 0.29% (n = 330,000); MIN6 cells proliferation, ATPlite luminescence, 48 h; cells starved in 0.2% serum; 100% = growth in 10% serum; AID 2380, 2010;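 active = compounds whose signal lies at least 3.5 SD above the mean of all wells on their plate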;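 also: 0% = DMSO-treated cells in low-serum medium and 100% = 10% serum control; some compounds called inactive have numbers as strong as hits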
mIAP inh – inhibitors of mouse IAP, primary screen, biochemical, luminescence, uHTS. intestinal alkaline phosphatase [Mus musculus]. purified mouse IAP, CDP-Star luminescence, 30 min. inhibition, % at 10 µM. actives 0.2% (n = 330,000). AID 2806, 2010;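 active = inhibition of at least 40% at 10 µM in the primary screen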;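 also: plate controls were DMSO with enzyme for no effect and no enzyme wells for full effect; values of inactives mirror those of a sister screen read the other way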
NALP3 yeast inh – NALP3 inflammasome inhibitors in reconstituted yeast, primary screen, luminescence, uHTS; Yeast reconstituted NLRP3/ASC/caspase-1, beta-gal luminescence, 24 h; inhibition, % at 10 µM; actives 0.39% (n = 330,000); AID 2825, 2010;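 active = inhibition of 50% or more; inactive = inhibition below 50%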;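 also: plate controls were induced DMSO wells for no effect and uninduced yeast grown without galactose for full effect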
mIAP act – activators of mouse IAP, primary screen, biochemical, luminescence, uHTS. intestinal alkaline phosphatase [Mus musculus]. muIAP, CDP-Star luminescence, 30 min; stronger effect = higher value; 1 = vehicle-only enzyme signal, 0 = enzyme-free wells. activation factor at 10 µM. actives 0.24% (n = 330,000). AID 2805, 2010;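 active = activation factor of at least 2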; also: the source names both 10 and 20 µM as test concentration; values of inactives mirror those of a sister screen read the other way
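also added = chemiluminescent substrate CDP-Star | test system = mouse IAP enzyme | signal = chemiluminescence readout | compound = DMSO-dissolved test compounds | incubation = 30 min at room temperature | benchmarks = DMSO wells, no-enzyme wells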
hIAP act – human IAP activators, primary screen, biochemical, luminescence, uHTS; actives 0.16% (n = 330,000); activation factor at 10 µM; purified human IAP, CDP-Star luminescence, 30 min; stronger effect = higher value; 1 = vehicle-only enzyme, 0 = enzyme-free background; Intestinal-type alkaline phosphatase (Homo sapiens), P09923;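 active = activation factor of the enzyme at least 2-fold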; also: the source names both 10 and 20 µM as test concentration; values of inactives mirror those of a sister screen read the other way
A3A deaminase – APOBEC3A ssDNA deaminase inhibitors, primary screen, selectivity assay for APOBEC3G inhibitor project, biochemical, FAM/TAMRA oligo cleavage fluorescence | DNA dC->dU-editing enzyme APOBEC-3A (Homo sapiens), P31941 | recombinant A3A, FAM/TAMRA ssDNA deamination fluorescence | inhibition, % at 20 µM | actives 0.41% (n = 330,000) | AID 493011, 2011;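 active = at least 40% inhibition at 20 µM here, with at most 30% in a related deaminase screen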;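 also: plate controls were A3A with DMSO for no effect and wells lacking A3A enzyme for full effect; some results filed as inactive read as strong as hits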
Target sequence (P31941 whole entry, looked up): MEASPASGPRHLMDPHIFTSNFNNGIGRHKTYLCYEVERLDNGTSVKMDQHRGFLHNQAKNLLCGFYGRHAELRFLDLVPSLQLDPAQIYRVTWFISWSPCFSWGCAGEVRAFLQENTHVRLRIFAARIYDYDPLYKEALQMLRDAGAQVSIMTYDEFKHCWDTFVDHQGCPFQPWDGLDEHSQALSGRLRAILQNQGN
APOBEC3G inh – APOBEC3G DNA deaminase inhibitors, primary screen, biochemical, fluorescence, single-stranded DNA substrate, uHTS; actives 0.28% (n = 330,000); recombinant A3G, ssDNA deamination FAM/TAMRA fluorescence; inhibition, % at 20 µM; DNA dC->dU-editing enzyme APOBEC-3G (Homo sapiens), Q9HC16;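 active = inhibition of at least 40% at 20 µM, with no more than 30% in the related APOBEC3A deaminase screen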;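 also: plate controls were DMSO wells with A3G for no effect and wells lacking A3G enzyme for full effect; some compounds called inactive have numbers as strong as hits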
Target sequence (Q9HC16 whole entry, looked up): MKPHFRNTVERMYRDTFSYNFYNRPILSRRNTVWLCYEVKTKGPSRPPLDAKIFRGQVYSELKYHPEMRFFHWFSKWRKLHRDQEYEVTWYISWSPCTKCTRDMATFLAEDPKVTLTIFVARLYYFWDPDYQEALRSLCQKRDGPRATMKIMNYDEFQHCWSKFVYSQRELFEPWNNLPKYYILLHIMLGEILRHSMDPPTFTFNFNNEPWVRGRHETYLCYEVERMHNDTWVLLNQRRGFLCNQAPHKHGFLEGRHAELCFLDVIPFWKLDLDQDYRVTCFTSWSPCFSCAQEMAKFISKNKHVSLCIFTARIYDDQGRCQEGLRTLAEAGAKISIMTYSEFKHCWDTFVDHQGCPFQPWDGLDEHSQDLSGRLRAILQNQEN
SENP1 inh – human SENP1 catalytic domain inhibitors, primary screen, biochemical, FRET, uHTS; actives 0.21% (n = 360,000); AID 624204, 2012; inhibition, % at 10 µM; recombinant SENP1 catalytic domain, CyPet-SUMO1-YPet FRET cleavage; Sentrin-specific protease 1 (Homo sapiens), Q9P0U3;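 active = inhibition at least 30% at 10 µM, raw YFP signal under a set limit, fluorescence ratio 0.5 to 1.5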;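 also: 0% = enzyme with DMSO and 100% = no enzyme wells; some results filed as inactive read as strong as hits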
Target sequence (Q9P0U3 419-644 limits assumed): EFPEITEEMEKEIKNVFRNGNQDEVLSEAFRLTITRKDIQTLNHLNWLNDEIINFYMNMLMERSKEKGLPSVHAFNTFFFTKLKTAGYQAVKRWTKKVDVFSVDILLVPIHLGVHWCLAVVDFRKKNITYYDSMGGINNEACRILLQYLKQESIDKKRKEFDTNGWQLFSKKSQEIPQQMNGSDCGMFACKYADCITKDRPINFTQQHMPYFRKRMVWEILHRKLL
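Compound: 10 µM single point, 0.5% DMSO; Test system: hSENP1 catalytic domain, recombinant; Timing: 50 min reaction at room temperature; Technique: FRET, CFP and YFP emission; Control set: no-enzyme wells low, DMSO-plus-enzyme wells high control.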
hIAP inh – human IAP inhibitors, primary screen, biochemical, luminescence, uHTS. Intestinal-type alkaline phosphatase (Homo sapiens), P09923. purified IAP, CDP-Star luminescence, 30 min. inhibition, % at 10 µM. actives 0.12% (n = 330,000). AID 2544, 2010;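 active = inhibition reaching a set limit with compound at 10 µM in the primary screen, cut at about 35% in these data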;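 also: plate controls were DMSO wells with enzyme for no effect and no-enzyme buffer wells for full effect; values of inactives mirror those of a sister screen read the other way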
An asterisk follows results filed as active; . = not tested or not shown. This is a subset (hit frequency here may not be typical).

Preview (twelve entries):
SMILES	MIN6 prolif	mIAP inh	NALP3 yeast inh	mIAP act	hIAP act	A3A deaminase	APOBEC3G inh	SENP1 inh	hIAP inh
COC(=O)[C@]1(C)N[C@H](CN(C)C(=O)Nc2ccc(C)cc2)[C@@H]2C(=O)N(C)C(=O)[C@@H]21	0	-2	10	1	1	0	-1	0	-4
COc1cc(C)c(Cl)cc1S(=O)(=O)n1cnc(C)c1	-1	-4	-11	1	0.95	1	1	1	5
Cc1ccc(NC(=O)CSc2nc(=O)cc(N)n2CCc2ccccc2)cc1	3	1	-8	0.99	0.9	-2	-4	-5	10
Cc1cc(NC(=O)CCCn2cnc([N+](=O)[O-])n2)no1	0	2	-3	0.98	1.1	5	-10	4	-6
COc1ccc(NC(=O)Nc2ccc(Cc3ccncc3)cc2)c(OC)c1	0	-41	18	1.4	1.1	-8	-6	-3	-15
COc1cc(/C=C(\NC(C)=O)C(=O)N2CCCCC2)ccc1OC(C)=O	-2	4	13	0.96	1.2	1	-6	3	-21
Cc1sc(NC(=O)C2=COCCO2)c(C#N)c1C	-3	15	21	0.85	1	3	30	0	-2
O=C(OCC(=O)N1N=C(c2ccc(Cl)cc2)CC1c1ccco1)c1cncc(Br)c1 (stereo not given)	-7	4	-5	0.96	0.85	3	-2	-11	15
Cc1ccc(S(=O)(=O)NCc2ccccc2)cc1C(=O)NCCc1ccc(S(N)(=O)=O)cc1	0	10	7	0.9	1	3	7	1	-1
CC(NC(=O)COc1ccc(/C=N/NC(=O)C(=O)Nc2ccccc2Br)cc1)c1ccccc1 (stereo not given)	-1	-8	8	1.1	1.4	-1	-4	1	-41
CCOc1ccc(Br)cc1S(=O)(=O)NCCN(C)C	0	0	9	1	1.1	6	4	0	-12
COc1ccccc1CN1CCNC(=O)C1CC(=O)NCc1csc(C)n1 (stereo not given)	6	3	10	0.97	1.1	0	-1	-2	-8

Results, from the first entry:
SMILES	MIN6 prolif	mIAP inh	NALP3 yeast inh	mIAP act	hIAP act	A3A deaminase	APOBEC3G inh	SENP1 inh	hIAP inh
COC(=O)[C@]1(C)N[C@H](CN(C)C(=O)Nc2ccc(C)cc2)[C@@H]2C(=O)N(C)C(=O)[C@@H]21	0	-2	10	1	1	0	-1	0	-4
COc1cc(C)c(Cl)cc1S(=O)(=O)n1cnc(C)c1	-1	-4	-11	1	0.95	1	1	1	5
Cc1ccc(NC(=O)CSc2nc(=O)cc(N)n2CCc2ccccc2)cc1	3	1	-8	0.99	0.9	-2	-4	-5	10
Cc1cc(NC(=O)CCCn2cnc([N+](=O)[O-])n2)no1	0	2	-3	0.98	1.1	5	-10	4	-6
COc1ccc(NC(=O)Nc2ccc(Cc3ccncc3)cc2)c(OC)c1	0	-41	18	1.4	1.1	-8	-6	-3	-15
COc1cc(/C=C(\NC(C)=O)C(=O)N2CCCCC2)ccc1OC(C)=O	-2	4	13	0.96	1.2	1	-6	3	-21
Cc1sc(NC(=O)C2=COCCO2)c(C#N)c1C	-3	15	21	0.85	1	3	30	0	-2
O=C(OCC(=O)N1N=C(c2ccc(Cl)cc2)CC1c1ccco1)c1cncc(Br)c1 (stereo not given)	-7	4	-5	0.96	0.85	3	-2	-11	15
Cc1ccc(S(=O)(=O)NCc2ccccc2)cc1C(=O)NCCc1ccc(S(N)(=O)=O)cc1	0	10	7	0.9	1	3	7	1	-1
CC(NC(=O)COc1ccc(/C=N/NC(=O)C(=O)Nc2ccccc2Br)cc1)c1ccccc1 (stereo not given)	-1	-8	8	1.1	1.4	-1	-4	1	-41
CCOc1ccc(Br)cc1S(=O)(=O)NCCN(C)C	0	0	9	1	1.1	6	4	0	-12
COc1ccccc1CN1CCNC(=O)C1CC(=O)NCc1csc(C)n1 (stereo not given)	6	3	10	0.97	1.1	0	-1	-2	-8
Cc1ccc(C(=O)NCC(=O)OCCOc2ccccc2Cl)cc1	-3	2	13	0.98	1	-3	-4	0	-2
CCOC(=O)CNC(=O)CSc1nnnn1-c1ccc(C)c(C)c1	-3	0	-8	0.99	0.97	-2	-8	3	3
Oc1ccc(N2CCN(Cc3cc4c(cc3Br)OCCO4)CC2)cc1	0	3	0	0.97	0.95	19	17	0	5
CCOC(=O)Nc1c(Cl)n(C)c(=O)n(C)c1=O	-3	2	22	0.98	0.94	-3	-6	-9	6
Cc1cc(Br)ccc1NC(=O)CN(C)C(=O)C1=COCCO1	1	-11	-3	1.1	0.89	2	-3	1	11
CCCCCCN(C(=O)CCl)c1ccccc1	-6	-4	-12	1	0.9	3	-2	0	10
COCc1cc(C)nc(SCC(=O)N2CCC(C)CC2)c1C#N	1	2	1	0.98	0.81	1	1	-3	19
O=S(=O)(NC1CCN(S(=O)(=O)c2ccc3c(c2)OCCO3)C1)c1c(F)cccc1F (stereo not given)	0	-10	16	1.1	0.97	0	1	0	3
COc1ccccc1NC(=O)CSc1nnc(-c2ccccn2)n1Cc1ccco1	-3	3	-3	0.97	1.1	-1	-1	-4	-6
COc1ccc(-c2csc(NC(=O)CS(=O)(=O)c3ccc(F)cc3)n2)cc1OC	-3	8	6	0.92	0.97	-3	-12	-2	2
O=C(CSc1nnc(-c2cccnc2)o1)Oc1ccccc1	-1	-2	6	1	1.1	4	-2	0	-12
O=C(C(=O)N1CCN(c2ccccc2F)CC1)c1cn(CC(=O)N2CCOCC2)c2ccccc12	-1	-4	2	1	1.1	-4	-7	0	-12
COc1ccc(Cl)cc1NC(=O)C/C(C)=N/NC(=O)CC#N	-3	0	-3	1	1.1	-2	-3	2	-11
O=C(NCCS(=O)(=O)N1CCC2(CC1)OCCO2)c1ccccc1	8	0	12	1	1.1	-4	-4	0	-12
Cc1ccc(S(=O)(=O)N(CC(=O)N2CCCCC2)c2cccc(C)c2)cc1	-1	3	17	0.97	0.86	-3	-4	2	14
O=C(CC1C(=O)N(c2ccccc2)C(=S)N1c1ccccc1)c1ccc(Br)cc1 (stereo not given)	-6	3	10	0.97	1.1	1	-2	-4	-9
CCSc1ccc([C@@H]2[C@H]3C(=O)N(C)C(=O)[C@H]3[C@]3(C(=O)OC)CCCCN23)cc1OC	-2	12	7	0.88	0.93	-1	-8	-34	7
CCC1CCCCN1CCNC(=O)C1CCN(S(=O)(=O)c2cccc3nsnc23)CC1 (stereo not given)	1	8	10	0.92	1.1	3	2	-4	-7
CCc1nnc(NC(=O)Nc2ccccc2OC)s1	-3	2	13	0.98	1.4	-1	-2	2	-41
COC(=O)C1CCN(CC(=O)Nc2cc(Cl)ccc2OC)CC1	-2	-19	14	1.2	1.1	-6	-11	.	-9
Cc1ccc(NC(=O)c2ccc(OC(=S)N3CCOCC3)cc2)cc1	1	7	8	0.93	0.91	3	1	1	9
CCOc1ccc(C(=O)Nc2ccc(S(=O)(=O)NCC3CCCO3)cc2)cc1OCC (stereo not given)	6	1	8	0.99	1.4	2	1	0	-40
COc1ccc(N2CCN(c3nc4c(C)cccn4c(=O)c3/C=C(\C#N)C(N)=O)CC2)cc1	-3	4	18	0.96	1.1	-6	-9	-112	-7
Cc1cc(C)cc(C(=O)NCC(=O)OCC(=O)NC2CC2)c1	-4	2	0	0.98	1	2	-3	1	-2
c1ccc(-c2csc(Nc3ncccn3)n2)cc1	0	-7	24	1.1	0.99	-7	-9	2	1
COc1ccc(-c2nnc(SCC(=O)N3CCCC3)o2)cc1	-2	3	9	0.97	1	0	-7	-1	0
COc1cccc(/C=C2\C(=O)C(=O)c3ccccc32)c1	3	5	-4	0.95	0.97	7	-2	-33	3
Cc1nnc(SCc2ccccc2)nc1/C=C/NOCc1ccc(Cl)cc1Cl	-4	10	31	0.9	1	-3	1	0	-3
Cc1ccc(C)c(N2CCN(C(=O)CCc3nc(-c4ccc(Br)cc4)no3)CC2)c1	.	-4	.	1.1	.	2	2	1	.
N/C(=N\OC(=O)CSc1ccccc1)c1ccncc1	-2	4	29	0.95	1.1	-3	-6	5	-10
COC(=O)CNC(c1ccccc1)c1cc(Cl)ccc1NC(=O)c1cccc(Cl)c1 (stereo not given)	0	4	10	0.96	0.87	2	4	1	13
CN(C)S(=O)(=O)c1ccc(C(=O)NCCOc2ccc(F)cc2)cc1	0	6	22	0.94	0.72	0	-3	2	28
N#Cc1ccc(CSc2nnc3[nH]c(=O)cc(N)n23)cc1	-4	3	10	0.97	1	0	0	0	-1
Cc1nc(C(=O)NNC(=O)Nc2ccc(Cl)cc2)cs1	-3	-4	20	1	1.5	-2	0	1	-54
NC(=O)c1ccc(N2CCN(c3ccccc3O)CC2)c([N+](=O)[O-])c1	-3	14	-3	0.86	0.94	-4	-6	1	6
CNC[C@@H](Cc1ccccc1)NC[C@@H](CC1CCCCC1)NCCCc1ccccc1	-8	2	39	0.98	1.1	0	-2	-2	-10
O=C(NCCN1CCCCC1)c1ccc2c(c1)OCCO2	0	2	11	0.98	1.2	0	-1	-5	-18
CC(=O)Nc1ccc(N(C(=O)CNC(=O)c2ccco2)C(C(=O)NCc2ccco2)c2ccccc2)cc1 (stereo not given)	-2	-2	-15	1	0.96	-5	-4	1	4
CC(C)NC(=O)c1sc2nc3c(c(-c4cccs4)c2c1N)CN(C)CC3	-3	6	3	0.94	1	-2	0	1	-2
Cc1sc(-c2ccccn2)nc1OC(=O)c1cccc(Cl)c1Cl	-2	7	2	0.93	0.9	-3	-5	36*	10
O=C(NCc1ccco1)c1cc2nc(C3CC3)cc(C(F)(F)F)n2n1	2	4	18	0.96	1.1	1	-1	0	-15
COc1ccc(OC)c(C2=NOC(C(=O)NCc3cccs3)C2)c1 (stereo not given)	0	9	19	0.91	0.89	0	-1	0	11
Cc1ccc(NC(=O)CN2CCN(CCN=CC3=C(O)CC(c4ccc(C)cc4)CC3=O)CC2)cc1 (stereo not given)	-2	-4	38	1	0.93	0	-3	-5	7
COc1cc(OC)cc(C(=O)Nc2nnc(-c3cccnc3)o2)c1	1	4	-24	0.96	1.3	4	-1	-14	-26
